Bioassay records (PubChem BioAssay)
Smad3 FoxH1 inh = blocks human Smad3 binding to FoxH1 peptide | inhibition, % at 25 µM | 88,000 tested, 0.29% active | AID 630 | P84022 | TR-FRET Smad3/Dy647-FoxH1 peptide binding, europium anti-His;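 active = compounds that reduce the energy-transfer binding signal between the protein and its labelled peptide by more than half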;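 also: 0% = Smad3 plus labelled peptide maximal FRET and 100% = peptide-only background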
IL1B cytotox = toxic to HUVEC cells under IL-1B stimulation; HUVEC cell count loss, Hoechst imaging, IL-1B stimulated; cell count reduction, % at 2 µM; 94,000 tested, 0.41% active;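 active = cell count reduction more than 3 SD above the screen-wide mean, cut at about 70% in these data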;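 also: normalized per plate to untreated control cells as the no-loss baseline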
H69AR inhibit = blocks growth of human H69AR lung tumor cells | H69AR lung tumor viability, ATP luminescence, 72 h; stronger effect = lower value | viability, % at 10 µM | 85,000 tested, 6% active;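 active = viability at or below 40%; inactive = viability above 40%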;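 also: multidrug resistant small cell line overexpressing MRP-1 efflux transporter; 100% = mean luminescence of untreated control wells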
VCAM1 TNFa inh = reduces TNF alpha induced VCAM1 expression in HUVEC. HUVEC TNFa-induced VCAM-1 immunofluorescence, high-content imaging. inhibition, % at 2 µM. 95,000 tested, 0.48% active;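 active = inhibition above the batch mean plus 3 SD, with images confirmed as a hit by eye, cut at about 37% in these data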;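 also: 0% = TNF-stimulated DMSO wells and 100% = unstimulated control wells; not every result past the cut was called active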
HUVEC prolif 384 = inhibitors of human endothelial cell proliferation; HUVEC proliferation, CellTiter-Glo luminescence, 72 h; stronger effect = lower value; viability, % at 10 µM (by protocol); 86,000 tested, 1.1% active; AID 648;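 active = viability at or below 30%; inactive = viability above 30%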;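 also: 100% = median luminescence of DMSO-only cell control wells on each plate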
Pyk2 oligo antag = blocks oligomerization of human Pyk2 in cells | AID 1347419 | z-score (the deposit names both 25 µM and 10 µM) | 99,000 tested, 0.83% active | Q14289 | Q293 cells, Pyk2 FERM NanoBiT luminescence; stronger effect = lower value;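 active = Z-score of -3 or lower, scaled per plate to the spread of control and sample wells; inactive = z-score above -3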;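 also: negative z-score means lost luminescence so less FERM oligomerization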
Target sequence (Q14289 whole entry, looked up): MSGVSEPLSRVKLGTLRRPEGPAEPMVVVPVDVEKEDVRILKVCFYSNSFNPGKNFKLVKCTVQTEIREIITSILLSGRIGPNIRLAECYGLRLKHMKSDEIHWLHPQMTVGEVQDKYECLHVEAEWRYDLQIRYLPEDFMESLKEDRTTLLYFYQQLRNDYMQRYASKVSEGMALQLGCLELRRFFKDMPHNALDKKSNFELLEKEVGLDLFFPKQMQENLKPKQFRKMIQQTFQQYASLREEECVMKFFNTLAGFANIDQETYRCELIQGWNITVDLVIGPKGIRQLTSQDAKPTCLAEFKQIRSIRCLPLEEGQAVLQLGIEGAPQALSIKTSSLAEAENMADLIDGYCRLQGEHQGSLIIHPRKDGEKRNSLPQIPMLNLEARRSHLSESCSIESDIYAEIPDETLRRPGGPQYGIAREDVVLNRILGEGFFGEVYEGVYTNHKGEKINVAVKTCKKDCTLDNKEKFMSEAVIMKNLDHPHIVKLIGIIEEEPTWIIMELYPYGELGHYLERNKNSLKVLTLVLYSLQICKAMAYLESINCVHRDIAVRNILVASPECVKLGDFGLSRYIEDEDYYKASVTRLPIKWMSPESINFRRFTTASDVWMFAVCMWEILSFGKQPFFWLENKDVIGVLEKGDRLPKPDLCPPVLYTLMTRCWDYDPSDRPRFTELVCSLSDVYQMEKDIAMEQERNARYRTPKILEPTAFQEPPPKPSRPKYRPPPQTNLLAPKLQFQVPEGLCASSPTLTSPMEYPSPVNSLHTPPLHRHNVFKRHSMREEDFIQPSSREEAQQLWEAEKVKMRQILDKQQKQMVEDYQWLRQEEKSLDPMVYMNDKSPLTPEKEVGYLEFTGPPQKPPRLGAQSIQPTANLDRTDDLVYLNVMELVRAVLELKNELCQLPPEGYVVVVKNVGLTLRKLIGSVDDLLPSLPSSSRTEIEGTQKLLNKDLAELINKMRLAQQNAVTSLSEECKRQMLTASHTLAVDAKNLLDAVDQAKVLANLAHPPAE
cytoskel mod = alters cytoskeleton assembly in HUVEC cells. HUVEC TNFa F-actin phalloidin imaging, high content. inhibition, % at 2 µM. 91,000 tested, 0.18% active;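 active = inhibition above the batch mean plus 3 SD and confirmed as a hit by visual image inspection, cut at about 30% in these data, passing the limit was not always enough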; also: strong numbers were not always called active
HUVEC tox TNFa = toxic to HUVEC cells under TNF alpha stimulation. HUVEC TNFalpha-stimulated, Hoechst cell count, imaging. cell count reduction, % at 2 µM. 93,000 tested, 0.17% active. AID 848;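 active = cell count reduction exceeding the screen mean by over 5 SD, scaled to untreated wells per plate, cut at about 78% in these data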;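 also: cells counted after 24 h of TNF alpha exposure following the 1 h pretreatment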
Lung fibro prol = blocks proliferation of human lung fibroblasts | LL 47 human lung fibroblast viability, ATP luminescence; stronger effect = lower value | viability, % at 10 µM | 85,000 tested, 1.1% active | AID 719;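 active = viability at or below 50% in the single dose screen; inactive = viability above 50%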;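 also: compound exposure lasted 72 h before the ATP readout; 100% = median luminescence of untreated cell-only wells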
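test system = LL 47 human lung fibroblasts | amount = 1,150 fibroblasts seeded per well | medium = 15% FBS in IMEM | times = overnight cell rest, 72 h compound treatment at 37 °C | measured by = CellTiter-Glo luminescence measuring cellular ATP | read-out = viability percentage against median untreated-cell control | benchmarks = cell-only wells, no compound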
Starred values were filed as active, the others as inactive; nt = no result given; [ ] = dose if it differs, or a comment.

SMILES	Smad3 FoxH1 inh	IL1B cytotox	H69AR inhibit	VCAM1 TNFa inh	HUVEC prolif 384	Pyk2 oligo antag	cytoskel mod	HUVEC tox TNFa	Lung fibro prol
CC1=C(C(=O)N(C)Cc2ccccc2)C2(CCC(C)CC2)OC1=O (stereo not drawn)	nt	46	nt	21	nt	nt	-18	37	nt
C=C(c1ccc(OC)cc1)c1ccc(OC)cc1	3	6	32*	13	83	nt	nt	3	95
CCC(=O)NCCc1cc2ccc(C)cc2[nH]c1=O	-4	nt	89	nt	98	nt	nt	nt	93
Cc1ccc(S(=O)(=O)Cc2ccc(C(=O)NCc3ccc4c(c3)OCO4)o2)cc1	-3	0	96	nt	112	1	nt	nt	103
COc1ccc(-c2nc(-c3cccs3)c(-c3cccs3)[nH]2)cc1OC	-1	nt	44	22	73	0.35	-9	2	93
O=S(=O)(NCc1cccnc1)c1ccc(Cl)c(Cl)c1Cl	-2	nt	106	nt	97	1.2	nt	nt	97
O=C(NC1CCCc2ccccc21)c1ccc(=O)[nH]c1 (stereo not drawn)	-9	10	98	-1	99	-0.13	35	-17	98
CC1CCCC(NC(=O)CCCn2c(=O)[nH]c3cc(Cl)ccc3c2=O)C1C (stereo not drawn)	2	nt	82	4	65	-0.05	-2	0	93
Cc1cc2ncn(S(=O)(=O)c3ccc(S(=O)(=O)N4CCOCC4)cc3)c2cc1C	-2	-16	69	9	82	0.74	-16	6	95
O=C(Nc1ccc2c(c1)OCO2)OCc1ccccc1	-4	6	96	-14	94	-0.61	-2	8	62
COc1ccc(NC(=O)C2(c3ccc(NC(=O)c4ccc(OC(C)=O)cc4)cc3)CCCC2)cc1	nt	-10	nt	-26	nt	-0.54	8	nt	nt
O=C(c1ccccc1CCc1ccccc1)N1CCN(c2ccccn2)CC1	5	13	69	8	102	-1.2	0	-23	86
COCCCn1c(CCC(=O)O)ccc1-c1cccs1	-6	-12	93	-2	98	0.8	12	-38	101
CCOc1cc(C(=O)NCc2ccncc2)cc(OCC)c1OCC	6	6	99	11	107	0	6	2	105
C#CCSc1nnc(-c2cc3c(C(F)(F)F)nn(C)c3s2)n1C	nt	7	nt	8	nt	0.4	-1	-1	nt
CSc1ccc(C(=S)N2CCN(Cc3ccccc3)CC2)cc1	-7	6	92	-5	106	-0.21	-6	19	102
C=C(C)COc1ccc(-c2[nH]ncc2Oc2ccccc2OCC)c(O)c1	-8	25	nt	-3	27*	1.1	-7	-6	56
CCOC(=O)N1CCC(NC(=O)CCC(=O)N2CC(C)Oc3ccccc32)CC1 (stereo not drawn)	0	0	89	3	89	0.16	19	0	99
O=C(O)c1ccccc1S	4	nt	97	nt	105	nt	nt	nt	91
O=C(CCCCCn1c(=O)[nH]c2ccccc2c1=O)N1CCN(Cc2ccc3c(c2)OCO3)CC1	-7	3	87	17	95	1.2	nt	-3	110
CC(C[N+](C)(C)C)OC(N)=O (stereo not drawn)	2	nt	97	nt	97	nt	nt	nt	106
O=C(Nc1cccc(-c2cnc3ccccc3n2)c1)c1ccco1	6	1	65	12	77	-0.32	-3	-34	111
COCc1nnc(NS(=O)(=O)c2ccccc2)s1	-2	-37	83	16	101	0.97	-7	-13	104
COc1ccccc1C(=O)Nn1c(C2CCC2)nc2ccccc2c1=O	-2	3	87	-1	93	0.78	-12	-4	96
COc1ccc(C(=O)/C=C/Nc2ccc(C)cn2)cc1OC	-9	-20	94	14	85	0.73	-10	-2	95
CCCCCCNC(=O)CC(c1ccccc1)c1cc(Br)ccc1O (stereo not drawn)	0	5	47	-13	11*	-2.6	9	-32	94
COC(=O)c1ccc2c(c1)C(C)(C)C(/C=C/c1ccc(OC)c(OC)c1OC)=[N+]2C	10	-2	4.1*	7	5.3*	-0.21	1	-5	6.5*
CCC1Oc2ccccc2N(CC(=O)NCCCN2CCC(C)CC2)C1=O (stereo not drawn)	10	nt	97	nt	105	0.27	nt	nt	100
CCOC(=O)N1CCN(CCC(=O)Nc2ccc(C)cc2)CC1	-3	-22	75	6	105	0.93	5	-9	97
CCc1ccc(OCc2nnc(SCC(=O)N3CCN(c4ccccc4)CC3)o2)cc1	10	-24	97	23	83	1.6	-6	nt	91

Entries of single compounds from above. Screens in order: Smad3 FoxH1 inh	IL1B cytotox	H69AR inhibit	VCAM1 TNFa inh	HUVEC prolif 384	Pyk2 oligo antag	cytoskel mod	HUVEC tox TNFa	Lung fibro prol
O=C(Nc1cccc(-c2cnc3ccccc3n2)c1)c1ccco1 reads 6	1	65	12	77	-0.32	-3	-34	111
CCOC(=O)N1CCN(CCC(=O)Nc2ccc(C)cc2)CC1 reads -3	-22	75	6	105	0.93	5	-9	97
O=C(O)c1ccccc1S reads 4	nt	97	nt	105	nt	nt	nt	91
COc1ccccc1C(=O)Nn1c(C2CCC2)nc2ccccc2c1=O reads -2	3	87	-1	93	0.78	-12	-4	96
CSc1ccc(C(=S)N2CCN(Cc3ccccc3)CC2)cc1 reads -7	6	92	-5	106	-0.21	-6	19	102

Further results
SMILES	Smad3 FoxH1 inh	IL1B cytotox	H69AR inhibit	VCAM1 TNFa inh	HUVEC prolif 384	Pyk2 oligo antag	cytoskel mod	HUVEC tox TNFa	Lung fibro prol
O=C(CN(Cc1ccccc1)C(=O)c1ccc2c(c1)OCCO2)NCc1ccc2c(c1)OCO2	1	-146	88	2	95	-0.98	20	-33	89
COC(=O)c1sccc1NC(=O)c1ccc(OC)c(OC)c1	-10[fluorescence artefact?]	-172	64	12	109	-1.4	-7	-8	100
FC(F)Oc1cccc2cccnc12	-3	-10	103	6	106	0.42	4	-12	99
O=C(O)C1CC=CCC1C(=O)c1ccccc1 (stereo not drawn)	8	9	95	20	104	-0.64	-4	-2	101
COc1ccc(C(C)NC(=O)c2ccccc2)cc1 (stereo not drawn)	8	-3	101	9	96	0.15	0	-45	104
O=C(CSc1nnc(CCc2nc3ccccc3[nH]2)n1-c1ccccc1)NCc1ccco1	7	13	87	-9	107	0.39	-6	12	99
CC(=O)Cc1nsc(NC(=O)c2ccc(-c3ccc(Cl)cc3Cl)o2)n1	-7	2	43	10	70	-1.8	-18	10	99
CCOC(=O)C1=C(O)/C(=C\c2cccc(OC)c2)N=C1C	nt	-33	nt	-2	nt	-0.16	-3	-6	nt
COc1ccc(-n2nc(C(=O)O)nc2-c2ccccc2)cc1	nt	-14	nt	-8	nt	-0.7	-2	-11	nt
NC(=O)CC12CC3CC(C1)CC(CC(N)=O)(C3)C2	-12	4	97	14	92	0.26	7	-8	114
CCOC(=O)Cc1csc(NC(=O)CSc2nnc(-c3ccc(F)cc3)o2)n1	5	-68	91	1	100	2.6	-15	-22	98
COc1ccc(OCCSc2nnnn2C2CCCCC2)cc1	5	6	88	-24	92	-0.4	-43	7	93
CC(C)CCNC(=O)NC(=O)CSc1nnc(-c2ccccc2F)n1N	-2	-3	93	12	98	1.4	4	-34	95
O=C(Cn1c(=O)n(CC2CCCO2)c(=O)c2ccccc21)N1CCN(c2ccccc2)CC1 (stereo not drawn)	-2	0	86	-2	100	0.55	10	-3	98
S=C1SCN(Cc2ccccn2)CN1Cc1ccco1	3	-63	nt	13	82	0.14	nt	-21	94
Cc1cc(C)cc(C(=O)O/N=C(\N)c2ccc(Br)cc2)c1	-12	7	34*	-4	67	0.36	-17	8	82
CCOC(=O)Cn1c(C)cc(=O)c2ccccc21	-9	3	92	9	103	1.6	10	-11	97
O=C(O)c1cn(-c2ccccc2)nc1-c1ccc(Cl)cc1	-2	-37	94	0	85	0.42	-5	-26	101

3 compounds from above, reduced to cytoskel mod and Lung fibro prol.
SMILES | cytoskel mod | Lung fibro prol
CC(C)CCNC(=O)NC(=O)CSc1nnc(-c2ccccc2F)n1N | 4 | 95
CCOC(=O)Cc1csc(NC(=O)CSc2nnc(-c3ccc(F)cc3)o2)n1 | -15 | 98
Cc1cc(C)cc(C(=O)O/N=C(\N)c2ccc(Br)cc2)c1 | -17 | 82

These rows are one share of the data; the hit share may differ from the screen's.
